# GPR151 activ: human GPR151 activation. Q8TDV0. actives 1% (n = 650,000). PathHunter beta-arrestin GPR151 cells, luminescence. activation, % at 11.2 µM. AID 1508602; in the data active = activation above about 4.9%;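 also: 0% = median of compound wells and 100% = cells with positive control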
# Target sequence (Q8TDV0 whole entry, looked up): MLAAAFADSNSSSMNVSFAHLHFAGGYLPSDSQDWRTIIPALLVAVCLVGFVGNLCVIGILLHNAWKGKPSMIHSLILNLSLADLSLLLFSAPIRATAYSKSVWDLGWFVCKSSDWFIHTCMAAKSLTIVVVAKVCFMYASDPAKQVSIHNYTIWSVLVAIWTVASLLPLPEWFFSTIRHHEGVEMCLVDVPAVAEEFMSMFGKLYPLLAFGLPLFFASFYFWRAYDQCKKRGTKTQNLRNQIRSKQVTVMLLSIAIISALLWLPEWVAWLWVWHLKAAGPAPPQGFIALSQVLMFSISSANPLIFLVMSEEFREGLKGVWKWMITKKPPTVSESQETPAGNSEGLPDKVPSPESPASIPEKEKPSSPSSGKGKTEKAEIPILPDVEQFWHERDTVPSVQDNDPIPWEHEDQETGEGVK
# FBW7 act: human FBW7 E3 ligase activation, primary screen. AlphaScreen FBW7–phospho-cyclin E peptide binding, activator screen. normalized activity (activation), % at 26.1 µM. AID 1259310. Q969H0. actives 0.13% (n = 650,000); in the data active = normalized activity above about 1.9%;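 also: purified mutant Fbw7 with reduced substrate affinity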
# MITF primary: blocks human microphthalmia-associated transcription factor. AlphaScreen MITF homodimerization, bead proximity signal. inhibition, % at 2.6 µM. actives 0.91% (n = 650,000). AID 1259374; in the data active = inhibition above about 50%;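 also: 0% = vehicle wells with protein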
# Target sequence (O75030 whole entry, looked up): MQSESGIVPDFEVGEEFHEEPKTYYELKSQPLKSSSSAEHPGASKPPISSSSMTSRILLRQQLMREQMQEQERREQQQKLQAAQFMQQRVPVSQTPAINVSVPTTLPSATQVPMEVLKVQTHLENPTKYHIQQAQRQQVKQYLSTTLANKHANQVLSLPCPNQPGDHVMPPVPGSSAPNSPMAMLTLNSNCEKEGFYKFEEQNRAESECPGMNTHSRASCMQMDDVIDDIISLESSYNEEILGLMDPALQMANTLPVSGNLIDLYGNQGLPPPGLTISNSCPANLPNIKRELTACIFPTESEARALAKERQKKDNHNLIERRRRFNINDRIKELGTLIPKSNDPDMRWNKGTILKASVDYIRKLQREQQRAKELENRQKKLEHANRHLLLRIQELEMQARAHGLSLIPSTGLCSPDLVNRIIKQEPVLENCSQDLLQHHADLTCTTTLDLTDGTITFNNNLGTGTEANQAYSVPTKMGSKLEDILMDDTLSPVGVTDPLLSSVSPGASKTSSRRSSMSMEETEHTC
# TEAD-YAP inh: TEAD-YAP interaction inhibition; HEK-TIYL cells, TEAD-Gal4/YAP UAS-luciferase luminescence; inhibition, % at 9.12 µM; actives 1.4% (n = 640,000); in the data active = inhibition above about 32%;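 also: 0% = median of test compound wells and 100% = reference inhibitor wells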
# * hit, by the source's call. Compounds as they come; about 3.4% have a hit in one of these screens.
SMILES,GPR151 activ,FBW7 act,MITF primary,TEAD-YAP inh
COc1cc(C)c(Br)cc1S(=O)(=O)NCCCN1CCOCC1,1.6,0.0,-1,7
S=C(N/N=C/c1ccc2c(c1)OCCO2)N/N=C/c1ccc2c(c1)OCCO2,-0.6,0.0,14,-23
CC(=O)Nc1cccc(NC(=O)COc2ccc(Oc3ccccc3)cc2)c1,1.0,0.4,20,-1
COc1ccc(NC(=O)c2cc3nc(-c4ccc(Cl)cc4)cc(C(F)(F)F)n3n2)cn1,0.3,0.0,5,3
CCCCN(C)Cc1cc(O)ccc1[N+](=O)[O-],-0.3,0.2,-3,6
NC(=O)c1ccccc1NC(=O)CCN1C(=O)c2ccccc2C1=O,0.1,-0.2,-2,-1
COC(=O)c1c(NC(C)=O)c2cc(C)ccc2n1CC(C)=O,0.0,0.5,8,6
CC(=O)CCc1ccc(OCCNCC(C)O)cc1 (centres undefined),0.1,-0.3,31,-5
COC(=O)c1ccc2c(=O)n(C(C)c3ccccc3)c(=S)[nH]c2c1 (centres undefined),-2.5,0.0,-4,-6
COc1cc(C(=O)Nc2ccccc2C(N)=O)cc(OC)c1OC,0.5,0.0,-2,-7
COc1ccc(N(C(=O)c2ccc(C)cc2)S(=O)(=O)c2ccc(Cl)cc2)cc1,-0.3,-0.2,16,7
CN(CC(=O)O/N=C(\N)c1ccc(Cl)cc1)S(=O)(=O)c1ccc(Cl)cc1,-0.5,-0.1,-6,4
Cc1ccc(NCC(=O)N/N=C\c2cc(Br)ccc2O)cc1,-1.2,-0.1,-10,0
O=[N+]([O-])c1ccc2nc(N3CCC(Cc4ccccc4)CC3)sc2c1,0.0,0.1,-6,-1
CS(=O)(=O)N1CCC(c2nc3c(nnn3Cc3ccc(F)cc3)c(=O)[nH]2)CC1,1.0,0.0,1,6
COc1cc(C(Nc2cc(C)ccn2)c2ccc3ccc(C)nc3c2O)cc(OC)c1OC (centres undefined),0.9,-0.2,21,68*
Cc1c2oc3c(C)ccc(C(=O)C4CCCCO4)c3nc-2c(C(=O)C2CCCCO2)c(N)c1=O (centres undefined),1.6,-0.2,13,96*
O=C(CSc1ccccn1)Nc1ccc(F)c([N+](=O)[O-])c1,-0.1,0.0,3,-3
CC(C)NC(=O)CN(c1cccc2ccccc12)S(C)(=O)=O,8.4*,0.2,-16,3
COc1ccc(-n2cc(-c3ccccc3)c3c(NCCN4CCOCC4)ncnc32)cc1,2.2,-0.2,-3,3
Cc1nc(-c2ccccc2)sc1CCNC(=O)C(=O)Nc1ccccc1C#N,1.8,-0.1,-6,-8
CCCn1nnnc1NC(=O)c1cccc([N+](=O)[O-])c1,-1.2,-0.1,9,-12
O=C(NCCCO)C(=O)Nc1ccccc1F,-1.1,0.4,6,-8
CCOC(=O)c1sc2nc(C)nc(N3CCOCC3)c2c1C,0.6,-0.1,3,-20
O=C1COc2ccc(C(=O)COC(=O)c3cc(-c4cccs4)nc4ccccc34)cc2N1,0.0,0.0,-1,7
O=[N+]([O-])c1cccc(-c2nnc(SCc3cccnc3)o2)c1,2.1,-0.2,-4,7
COC(=O)C(C)Sc1nc2ccccc2[nH]1 (centres undefined),-1.0,0.1,-6,-11
CCCc1cc(=O)[nH]c(SCC(=O)Nc2cccc(O)c2)n1,-0.3,-0.1,-2,2
Cn1c(=O)c2c(nc(NCCNC(=O)C(C)(C)C)n2Cc2ccc(F)cc2)n(C)c1=O,2.7,0.1,5,1
CCn1c(C(=O)O)c(CNCc2cc(OC)ccc2OC)c2ccc(OC)cc21,-1.2,-0.1,-8,2
COC(=O)c1ccc(N2C(=O)CSC2c2ccccn2)cc1 (centres undefined),-0.8,0.1,1,-9
COc1ccccc1C1Nc2ccccc2-c2nnc(SCc3ccccc3F)nc2O1 (centres undefined),0.2,0.0,-1,-13
Cc1cccc(CC2S/C(=N\c3ccccn3)NC2=O)c1 (centres undefined),0.5,-0.1,0,7
Cc1c(C(=O)Nc2c3c(nn2-c2ccc(Cl)cc2)CS(=O)(=O)C3)cccc1[N+](=O)[O-],0.5,0.1,6,-1
CCOc1ccc2c(c1)-c1c(ssc1=S)C(C)(C)N2C(=O)CSc1nccn1C,-0.5,-0.6,3,-9
CN1C(=O)/C(=C\c2ccc(C#N)cc2)N(C)C1=S,1.2,-0.1,-5,2
O=C(CCc1nnc(Cc2c[nH]c3ccccc23)o1)NCCCn1ncc2ccccc21,0.2,0.0,-2,1
CCOC(=O)C1=C(C)NC(=O)NC1c1ccc(OCc2ccccc2)c(OCC)c1 (centres undefined),-1.2,0.1,-8,-11
COC(=O)c1ccc(S(=O)(=O)N(CCO)Cc2ccccc2)n1C,1.4,-0.1,2,0
Cc1cc(C)n2nc(C(=O)NC3(c4ccc(F)cc4)CCCC3)cc2n1,0.4,-0.2,6,-5
Fc1cccc(Cl)c1/C=N/Nc1cccc(Cl)n1,-1.5,0.1,13,-70
COc1ccc(C2CC(C(F)(F)F)n3nc(C(=O)NC(C)(C)C)cc3N2)cc1 (centres undefined),-0.9,0.0,8,-2
Cc1cccc(N2CCN(C(=O)C(C)n3nc(C)n4c(cc5occc54)c3=O)CC2)c1C (centres undefined),0.6,0.0,4,-8
COc1ccc(/C(O)=C/C(=O)C(=O)Nc2ccc(C(=O)OC(C)C)cc2)cc1,0.0,0.8,9,-16
COc1ccc(CCNc2nc(Nc3ncccn3)nc3c2ncn3CCN2CCCC2=O)cc1,2.3,-0.1,-4,2
CCSCCOC(=O)C1=C(C)NC(=O)NC1c1ccccc1C (centres undefined),0.3,-0.1,-5,-3
CCCCCCCn1c(SC)nc2c1c(=O)n(C)c(=O)n2C,0.5,0.1,-14,8
COc1ccc(-n2nc3c(c2NC(=O)C2CCCC2)CS(=O)C3)cc1 (centres undefined),1.7,0.2,-3,8
O=C(Nc1nc(-c2ccncc2)cs1)C1Oc2ccccc2O1,-0.6,0.0,7,0
Cn1c(Nc2nc(NC3CC3)c3ncn(-c4ccsc4)c3n2)nc2ccccc21,-1.0,0.1,9,59*
COc1ccc(OC)c(CCNC(=O)c2noc3c2COc2ccc(C)cc2-3)c1,-2.3,-0.1,0,-14
Nc1ccc(C(=O)OCc2ccc(Cl)cc2Cl)cc1[N+](=O)[O-],-0.8,0.0,8,2
CCOc1ccc(-c2nc3n(n2)C(=O)CC(c2ccccc2)S3)cc1OCC (centres undefined),0.9,-0.1,1,3
CCCC1(C(=O)OCC)NC(c2ccc(N(C)C)cc2)C2C(=O)N(c3ccccc3)C(=O)C21 (centres undefined),-0.3,0.1,15,-3
COC(=O)C1=C(C)NC(=O)/C1=C/c1c(F)cccc1Cl,-1.4,0.0,1,2
Cn1ncc2nnn(-c3ccccc3)c(=O)c21,0.8,0.1,-6,1
CCN1CCN(C(c2ccc(Cl)cc2)c2nnnn2CCOC)CC1 (centres undefined),1.4,-0.1,-4,13
Cc1nc(N(C)c2ccc(C(C)C)cc2)c2c(C)c(C(=O)Nc3ccccc3C(F)(F)F)sc2n1,1.8,0.3,2,10
COc1nc(Oc2nc(OC)nc(N3CCCC3)n2)nc(N2CCCC2)n1,-1.0,0.3,-6,3
O=C(NCc1cccc(Cl)c1)c1cc2ccccn2n1,-0.2,-0.1,0,4
# Remaining list, next part.
SMILES,GPR151 activ,FBW7 act,MITF primary,TEAD-YAP inh
CCOC(=O)C(NC(=O)c1cccc(C(F)(F)F)c1)(Nc1sc2c(c1C#N)CCCC2)C(F)(F)F (centres undefined),0.0,0.0,20,3
CC(=O)Nc1cccc(NC(=O)COc2ccc(-c3ccccc3)cc2)c1,-0.7,0.1,-3,-19
CCCCc1nc2c(=O)[nH]c3ccccc3c2o1,-0.8,-0.1,0,-29
CC(=O)c1cccc(-c2nc(NCCc3ccc(O)cc3)c3ncn(-c4ccccc4)c3n2)c1,1.4,0.0,12,72*
Cc1ccc(-n2c(SCC(=O)O)nc3sc4c(c3c2=O)CCCC4)cc1,3.1,-0.1,4,3
CCOc1ccc(N2CC(NC(=O)Nc3ccc(Br)cc3F)CC2=O)cc1 (centres undefined),0.7,-0.1,-2,-7
CC(C)C(=O)NCC1CCC2(CCN(Cc3cccc4ccccc34)CC2)O1 (centres undefined),0.1,-0.1,13,5
Cc1ccc(CNCc2c(C(=O)O)c(C)n(Cc3c(F)cccc3Cl)c2C)o1,0.6,-0.1,16,3
CCCN1C(=O)C2C(C(=O)Nc3cccc(OC)c3)C3C=CC2(O3)C1C(=O)NC1CCCCC1C (centres undefined),-1.9,-0.1,-2,-2
O=C(c1cc(COc2ccc3ncccc3c2)on1)N1CCCC(O)C1 (centres undefined),0.2,0.2,5,10
CCC(=O)Nc1ccccc1-c1nc2ccccc2[nH]c1=O,0.0,0.0,-8,-7
COc1cc(Nc2cc(NCCO)nc(N)n2)cc(OC)c1OC,-1.3,0.7,10,-1
CC1CCCN(C(=O)CSc2nnc(-c3cccnc3)n2C2CCCCC2)C1 (centres undefined),0.2,-0.1,12,-5
Cc1ccc(-c2cc(-c3ccco3)c(C#N)c(N)c2C#N)cc1,-0.1,0.7,-1,-12
CC(C)Cc1nnc(NC(=O)Nc2ccc(Cl)c(Cl)c2)s1,-0.5,0.0,-3,-7
COc1cc(OC)c(C=C2C(=O)NC(=S)NC2=O)cc1Br,-0.2,0.0,14,7
CC(C)N(C(=O)c1ccc(-c2nc3ccccc3s2)cc1)C(C)C,-0.7,-0.2,-11,54*
CCCN(CCC)Cc1c(C(=O)N/N=C/c2cccs2)nnn1-c1nonc1N,0.0,0.0,-10,-2
COc1ccccc1C(=O)Oc1coc(CSc2nc(C)cc(C)n2)cc1=O,-1.0,0.3,20,-3
COC(=O)c1c(NC(=O)COc2ccccc2C(C)(C)C)sc2c1CCCC2,-0.9,-0.1,7,1
CC1(C)CC(=O)C2=C(C1)Nc1ccccc1NC2c1ccccc1C(F)(F)F (centres undefined),0.1,0.0,7,-1
Cc1cc(Br)cc(C)c1NC(=O)C(C)C,1.3,0.3,5,12
O=c1nc2cc3[nH]c4c(=O)c5ccccc5c4[nH]c3cc2n1,0.8,-0.1,0,2
COc1ccc2ccccc2c1/C=N/NC(=O)c1ccc(O)c(O)c1,-0.3,0.0,12,-5

# Entries from the list above containing a Cl atom, in the order listed:
SMILES,GPR151 activ,FBW7 act,MITF primary,TEAD-YAP inh
COc1ccc(NC(=O)c2cc3nc(-c4ccc(Cl)cc4)cc(C(F)(F)F)n3n2)cn1,0.3,0.0,5,3
COc1ccc(N(C(=O)c2ccc(C)cc2)S(=O)(=O)c2ccc(Cl)cc2)cc1,-0.3,-0.2,16,7
CN(CC(=O)O/N=C(\N)c1ccc(Cl)cc1)S(=O)(=O)c1ccc(Cl)cc1,-0.5,-0.1,-6,4
Cc1c(C(=O)Nc2c3c(nn2-c2ccc(Cl)cc2)CS(=O)(=O)C3)cccc1[N+](=O)[O-],0.5,0.1,6,-1
Fc1cccc(Cl)c1/C=N/Nc1cccc(Cl)n1,-1.5,0.1,13,-70
Nc1ccc(C(=O)OCc2ccc(Cl)cc2Cl)cc1[N+](=O)[O-],-0.8,0.0,8,2
COC(=O)C1=C(C)NC(=O)/C1=C/c1c(F)cccc1Cl,-1.4,0.0,1,2
CCN1CCN(C(c2ccc(Cl)cc2)c2nnnn2CCOC)CC1 (centres undefined),1.4,-0.1,-4,13
O=C(NCc1cccc(Cl)c1)c1cc2ccccn2n1,-0.2,-0.1,0,4
Cc1ccc(CNCc2c(C(=O)O)c(C)n(Cc3c(F)cccc3Cl)c2C)o1,0.6,-0.1,16,3
CC(C)Cc1nnc(NC(=O)Nc2ccc(Cl)c(Cl)c2)s1,-0.5,0.0,-3,-7

# Next part.
SMILES,GPR151 activ,FBW7 act,MITF primary,TEAD-YAP inh
Cc1ccc(C(=O)Nc2cccc(N3CCCC3)c2)cc1,1.7,0.3,-3,-45
CCCc1nc(-c2ccc(-c3ccc(F)cc3)cc2)no1,0.1,-0.1,-9,-15
O=C1NN=C2C1=NC1(CCCCC1)Cc1ccccc12,1.2,-0.6,21,25
O=C(COC(=O)c1ccc2c(c1)NC(=O)CS2)NC(=O)NCc1ccccc1,1.2,-0.1,-5,1
CCOc1cc(/C=C2\N=C(c3ccccc3)OC2=O)cc(Br)c1OC(C)=O,-0.3,-0.1,2,4
COc1cccc(CNCCC2CCC(=O)N2Cc2cccc(C)n2)c1 (centres undefined),-0.9,0.1,1,1
COc1ccc(CCNc2nc(Nc3ccc4ncccc4c3)nc3c2ncn3-c2ccccc2)cc1,-0.9,0.2,6,25
O=C(NCc1ccccc1Cl)c1cc2n(n1)C(C(F)(F)F)CC(c1ccc3c(c1)OCO3)N2 (centres undefined),0.4,-0.1,13,8
O=C1CCC(CCNCc2ccc(F)cc2)N1CC1CCCCC1 (centres undefined),-0.5,0.3,-15,-7
CCC(Cc1c(I)cc(I)c(O)c1I)C(=O)O (centres undefined),2.7,0.7,2,3
COCCN1C(=O)/C(=C/c2cccc3ccccc23)SC1=S,-1.6,0.1,15,20
CC1CCC(N2CCN(C(=O)c3ccccc3F)CC2)CC1 (centres undefined),1.0,-0.1,48,-2
Cc1ccc(-c2ccc(C(=O)NCc3nnc(SCCN(C)C)n3C)cc2)cc1,2.7,0.0,-2,6
NCCCC[C@@H]1NC(=O)[C@H]2CN(Cc3ccc4ncccc4c3)CCN2C1=O,0.1,0.8,7,-3
CCOc1ccc(/C(O)=C2/C(=O)C(=O)N(CCN(C)C)C2c2ccc(F)cc2)c(C)c1 (centres undefined),-1.0,-0.1,-21,-2

# Compound activity from PubChem BioAssay.
